Source: PubChem BioAssay
DT40 TDP1 no CPT: qHTS for Inhibitors of human tyrosyl-DNA phosphodiesterase 1 (TDP1): qHTS in cells in absence of CPT. DT40 Tdp1-/- hTDP1 cells, no CPT, ATP luminescence, 48 h. Potency, µM (highest dose often 46.2 µM), for the others: at the highest dose activity change, negative = growth inhibition, most hits filed as inhibitors. hit rate 15% among 420,000; also: nearly all actives have a fitted effect of over 55% in size
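Seeded 400 DT40-hTDP1 cells/well (vehicle DMSO, no 20 nM CPT); pinned compounds; ≥48 hr at 37 °C; CellTiter-Glo luminescence as viability measure.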
TDP1 block: inhibitors of human tyrosyl-DNA phosphodiesterase TDP1; Q9NUW8; Potency, µM (doses to about 130 µM), for the others: top-dose activity change, negative = inhibition, hits mostly inhibitors; recombinant TDP1, AlphaScreen DNA substrate cleavage; AID 485290; hit rate 0.28% among 350,000; also: nearly all actives have a fitted effect of over 40% in size
Target sequence (Q9NUW8 whole entry, looked up): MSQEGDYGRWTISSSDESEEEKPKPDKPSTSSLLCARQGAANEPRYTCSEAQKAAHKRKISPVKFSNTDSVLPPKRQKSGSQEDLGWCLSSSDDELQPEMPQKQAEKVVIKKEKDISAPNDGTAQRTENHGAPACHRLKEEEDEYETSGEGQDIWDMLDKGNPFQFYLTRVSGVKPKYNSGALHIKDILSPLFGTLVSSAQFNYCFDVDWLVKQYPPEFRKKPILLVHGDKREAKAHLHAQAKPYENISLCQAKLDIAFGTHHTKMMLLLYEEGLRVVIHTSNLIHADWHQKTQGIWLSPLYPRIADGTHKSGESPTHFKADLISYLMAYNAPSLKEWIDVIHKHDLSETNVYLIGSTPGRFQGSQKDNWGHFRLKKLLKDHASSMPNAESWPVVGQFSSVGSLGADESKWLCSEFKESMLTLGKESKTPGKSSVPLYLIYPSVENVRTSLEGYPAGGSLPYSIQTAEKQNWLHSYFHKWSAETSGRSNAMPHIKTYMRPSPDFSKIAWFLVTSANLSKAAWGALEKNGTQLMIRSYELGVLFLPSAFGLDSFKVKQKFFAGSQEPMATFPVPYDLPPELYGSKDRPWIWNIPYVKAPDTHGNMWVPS
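Here, a 5' biotin and 3' phosphotyrosine-FITC DNA oligonucleotide reports Tdp1 activity: intact substrate bridges AlphaScreen beads, while cleavage leaves a 3' phosphate and drops signal. All incubations at room temperature.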
TDP1 cell CPT: DT40-hTDP1 cell growth loss with CPT. hit rate 12% among 420,000. Potency, µM (top dose mostly 46.2 µM), inactives show at the highest dose activity change, negative = growth inhibition, actives largely listed as inhibitors. chicken DT40 Tdp1-/-;hTDP1 cells + 20 nM CPT, ATP luminescence, 48 h. AID 686979; also: nearly all actives have a fitted effect of over 55% in size
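Chicken DT40 Tdp1-/- cells stably complemented with human TDP1 were seeded at 400 cells/well in medium containing 20 nM camptothecin, exposed to pin-transferred compounds, and grown at 37 °C for at least 48 hr. Viability was read as ATP luminescence.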
* = called active by the depositor; ? = inconclusive; . = not tested or not shown; [ ] = another dose, or the depositor's remark. Calls follow the shape of the dose curve; as a rule, active = well fitted curve in the direction sought with a large enough effect; inconclusive = small, poorly fitted or top-dose-only effect, or another doubt; inactive = no such curve, though single readings can be large; an effect the other way counts as inactive or inconclusive. % is scaled to controls: 0 for no effect and ±100 for the full control effect; potency is read from the fitted curve at half-maximal effect.

Start of the data: the first three compounds, ahead of the listing:
Second line of a record: DT40 TDP1 no CPT	TDP1 block	TDP1 cell CPT
- O=C(CNC(=O)c1ccc2c(c1)OCCO2)N=Nc1c(O)[nH]c2ccccc12
 : 11.5%	-8.0%	-15.6%
- CC(=O)NCC(=O)N(C)C(C(=O)Nc1ccc2c(c1)OCCO2)c1ccc(C)cc1 (centres undefined)
 : -13.8%	2.6%	0.8%
- C=CCN1C(=O)c2cccc3c(Br)ccc(c23)C1=O
 : 0.7%	6.1%	13.1%

The listing, previewed entries included:
Second line of a record: DT40 TDP1 no CPT	TDP1 block	TDP1 cell CPT
- O=C(CNC(=O)c1ccc2c(c1)OCCO2)N=Nc1c(O)[nH]c2ccccc12
 : 11.5%	-8.0%	-15.6%
- CC(=O)NCC(=O)N(C)C(C(=O)Nc1ccc2c(c1)OCCO2)c1ccc(C)cc1 (centres undefined)
 : -13.8%	2.6%	0.8%
- C=CCN1C(=O)c2cccc3c(Br)ccc(c23)C1=O
 : 0.7%	6.1%	13.1%
- CC(Oc1ccc(Br)cc1Br)C(=O)Nc1cccnc1 (centres undefined)
 : -13.4%	1.8%	-23.8%
- CCCn1c(=N)c(C(=O)NC2CCCC2)cc2c(=O)n3cc(C)ccc3nc21
 : -1.4%	.	-21.9%
- C=CCN1C(=O)NC(c2ccc(OC)cc2)(C(F)(F)F)S/C1=C(\C#N)c1nnc(N2CCOCC2)n1-c1ccccc1 (centres undefined)
 : -9.7%	1.9%	12.6%
- CC(NC(=O)Nc1ccccc1O)(C(F)(F)F)C(F)(F)F
 : ?	0.0%	?
- CCN(CC)CCN(Cc1cc2cc3c(cc2[nH]c1=O)OCO3)C(=S)NCCCN(C)C
 : -2.5%	.	-3.2%
- O=C(CN1c2cccc3cccc(c23)S1(=O)=O)N1CCN(c2ccccc2)CC1
 : -22.5%	-1.6%	-17.1%
- Cc1ccc(S(=O)(=O)CCC(=O)OCC(=O)Nc2sccc2C#N)cc1
 : -15.6%	.	-14.7%
- CC1CCN(C(=S)c2cn(Cc3cccc(F)c3)c3ccccc23)CC1
 : ?	8.3%	-21.3%
- CCOc1ccc(S(=O)(=O)NCC(c2ccco2)S(=O)(=O)c2cccs2)cc1 (centres undefined)
 : ?	-5.2%	?
- Cc1ccc(OCC(COCc2ccccc2)NC(C)C)cc1 (centres undefined)
 : 18.4µM*	.	?
- C/C(=N\Nc1cc(Cl)nc(C)n1)c1ccccc1
 : -20.9%	0.0%	?
- COc1ccc(Cl)cc1NC(=O)CN1C(=O)NC(Cc2c[nH]c3ccccc23)C1=O (centres undefined)
 : ?	4.9%	?
- COCCNC(=O)CCn1nc(-c2ccc(Cl)cc2)ccc1=O
 : -15.6%	2.1%	-1.9%
- Nc1ccc(N2CCN(C(=O)c3cccs3)CC2)cc1
 : 14.6µM*	7.8%	?
- COc1ccc(NC(=O)c2cc(C)nc3c2c(C)nn3-c2cccc(Cl)c2C)c(OC)c1
 : -25.1%	-2.1%	-16.4%
- COc1ccccc1-c1cnc(C(O)c2c(C)cc(C)cc2C)[nH]1 (centres undefined)
 : ?	.	?
- CC1C/C(=N/NC(=O)c2cccs2)CC(C)(C)C1 (centres undefined)
 : 2.5%	6.6%	-27.4%
- [O-]/[N+](=C\C=C\c1ccccc1)c1ccccc1
 : ?	-4.1%	-15.0%
- Cc1nnc(Oc2ccccc2F)c2ccccc12
 : -3.5%	-2.0%	9.8%
- CCOc1cccc(-c2nc(C(N)=O)c3[nH]c(=O)n(-c4cccc(Cl)c4)c3n2)c1O
 : -16.5%	2.6%	-8.9%
- CCN(CC)C(=O)c1sc2nc(-c3ccc(OC)cc3)cn2c1C
 : ?	0.0%	-17.0%
- Cc1ccc(S(=O)(=O)N2CCC(=O)N(C(COCc3ccc(Cl)cc3)Cc3ccccc3)CC2)cc1 (centres undefined)
 : 16.4µM*	2.7%	?
- CC(=O)c1ccc(NC(=O)C2CCCN2S(=O)(=O)c2ccc(C)cc2)cc1 (centres undefined)
 : ?	2.6%	?
- COCCNC(=O)C1(C)CCCN(C(=O)c2cc(F)cc(F)c2)C1 (centres undefined)
 : 17.5%	.	3.7%
- O=C(O)/C=C/C(=O)c1ccc(O)cc1
 : -2.2%	4.7%	0.3%
- CCc1ccc(S(=O)(=O)Nc2c(C)nn(C)c2C)cc1
 : 11.2µM*	0.0%	11.2µM*
- COCc1c(C(=O)NC2CCCC2)cnn1-c1nccc(-c2cc(C)sc2C)n1
 : ?	.	-11.5%[9.04 µM]
- CS(=O)(=O)N1CCC2(CC1)OCCN2S(=O)(=O)c1ccccc1
 : -2.9%	.	7.2%
- ON(CCc1ccncc1)Cc1ccccc1
 : ?	.	?
- CCN(C(=N)N=C(N)N)c1ccccc1
 : 18.4µM*	2.7%	?
- COc1ccc(Cc2n[nH]c(=S)n2Cc2ccccc2)cc1Cl
 : -27.1%	-5.5%	-2.6%
- CCOC(=O)C1CCN(c2ncnc3c2cnn3C)CC1
 : -26.7%	.	3.3%
- CCc1ccc(CCC(=O)Nc2ccc(C)cc2C)o1
 : -14.4%	2.2%	?
- CC(=O)OCOC(=O)CN(CC(=O)OCOC(C)=O)c1ccccc1OCCOc1ccccc1N(CC(=O)OCOC(C)=O)CC(=O)OCOC(C)=O
 : 1.56µM*	.	1.39µM*
- CCn1c(SCC(=O)Nc2ccc(F)cc2)nc2ccccc2c1=O
 : ?	.	-9.7%
- O=C(N/N=C/c1ccc([N+](=O)[O-])o1)c1sc2ccccc2c1Cl
 : 25.9µM*	.	23.1µM*
- CC(=O)Oc1cc2oc(=O)cc(C)c2cc1Cl
 : -21.0%	.	1.2%
- O=C(NCc1ccccc1Cl)c1ccc2nc[nH]c2c1
 : ?	-8.1%	-25.9%
- O=C(COC(=O)/C=C/c1ccc(OC(F)F)cc1)Nc1ccc(S(=O)(=O)N2CCCC2)cc1
 : -20.8%	0.0%	4.9%
- COc1cc2oc(=O)cc(-c3ccc(-c4ccc(C)cc4)cc3)c2c(OC)c1OC
 : ?	-0.5%[56.1 µM]	?
- CC1CCC2(CC1)NC(=O)N(CC(=O)Nc1ccc(C(N)=O)cc1)C2=O (centres undefined)
 : 25.0%	-3.2%	-20.2%
- CC(C)(C)OC(=O)NCc1ccc(CNC(=O)c2nc[nH]c2C(=O)N2CCc3ccccc3C2)cc1
 : 18.4µM*	2.2%	?
- C/C(=N\NC(=O)c1nc2ccccn2c1C)c1cccc([N+](=O)[O-])c1
 : ?	-2.5%	-6.2%
- CCC(c1nnnn1-c1ccc2c(c1)OCCO2)N1CCN(C)CC1 (centres undefined)
 : -22.6%	.	7.3%
- CC(C)(CNC(=O)c1cnn(-c2nccc(-c3ccccc3F)n2)c1C1CC1)N1CCOCC1
 : ?	.	-13.6%[9.04 µM]
- CC1=Nc2cccc3cccc(c23)N1
 : 23.1µM*	9.9%	?
- O=C(OCC1CCCO1)c1ccc2c(c1)N(Cc1ccccc1Cl)C(=O)c1ccccc1S2(=O)=O (centres undefined)
 : -24.4%	2.6%	-17.8%
- O=C(N/N=C\c1ccc[nH]1)C1COc2ccccc2O1 (centres undefined)
 : -0.2%	.	6.5%
- CCN(CC)c1ncnc2sc(C(=O)N3CCN(c4ccc(OC)cc4)CC3)c(C)c12
 : ?	3.3%	?
- Cc1cnn(-c2cc(N/N=C/c3ccccc3)ncn2)c1
 : -0.3%	5.7%	-6.4%
- O=C(Nc1ccc(S(=O)(=O)NCc2ccco2)cc1)c1ccc2ccccc2n1
 : 20.6µM*	0.0%	?
- Nc1ccc2c(c1)C(=O)C(=O)c1ccccc1-2
 : 0.92µM*	-6.6%	0.651µM*
- CCOc1ccc(CN2CCNC(=O)C2CC(=O)NCCCOc2cccnc2)cc1 (centres undefined)
 : 13.0%	1.6%	-14.8%
- CCCOc1ccccc1C(=O)N1CCC(c2nc3ccccc3s2)CC1
 : 10.3µM*	-0.5%	23.1µM*
- CCN1CCN(c2cc(C)c3cc(NC(=O)c4cc(OC)c(OC)c(OC)c4)ccc3n2)CC1
 : ?	4.4%	?
- COc1ccc(C(=O)Nc2c(N)nc(SCC(=O)N3CCC(C)CC3)[nH]c2=O)cc1
 : -6.2%	2.6%	-2.3%
- CCCCNC(=O)C[C@@H]1C[C@@]2(C(=O)OCC)CCCC=C2N(Cc2ccccc2)C1=O
 : ?	.	?

(continued)
Second line of a record: DT40 TDP1 no CPT	TDP1 block	TDP1 cell CPT
- CC1CCN(c2nnc(NC(=O)Cn3c(=O)oc4ccccc43)s2)CC1
 : -0.7%	3.9%	13.8%
- COCCn1c(C)cc(C(=O)CN2C(=O)NC3(CCCCCCC3)C2=O)c1C
 : -18.0%	-1.0%	?
- Cc1ccc(NC(=O)N(C2CCCCC2)C(C)c2cccnc2)cc1C (centres undefined)
 : -13.8%	4.9%	-14.7%
- C[C@H]1O[C@H](C2CCCC2)CC2=C1C(=O)OC(C)(C)O2
 : -20.2%	.	-1.0%
- C[C@H]1CN([C@@H](C)CO)C(=O)CCCn2cc(nn2)CO[C@@H]1CN(C)C(=O)Nc1ccc(C(F)(F)F)cc1
 : -18.5%	.	-15.7%
- CCNc1nc(OCC)nc(N2CCC(Cc3ccccc3)CC2)n1
 : ?	5.4%	-22.8%
- COc1cc([N+](=O)[O-])ccc1NC(=S)NNC(=O)c1ccc2c(c1)OCO2
 : -27.8%	11.0%	-14.9%
- CCOC(=O)CN1C(=O)C(O)(CC(=O)c2ccco2)c2ccccc21 (centres undefined)
 : ?	-4.0%	?
- COCCOc1ccc(C(F)(F)F)cc1NC(=O)c1ccc(C(F)(F)F)cc1
 : -17.5%	0.0%	-0.6%
- COc1ccc(S(=O)(=O)N(C)CC(=O)NCc2ccccn2)cc1
 : -5.5%	0.8%	-8.3%
- COc1ccc(-c2c(-c3ccc(O)cc3O)n[nH]c2C(F)(F)F)cc1
 : -24.6%	5.1%	?
- CCOc1ccc(-n2c(SCC(=O)Nc3ccc(Br)cc3)nc3n[nH]c(C)c3c2=N)cc1
 : 7.31µM*	3.7%	13µM*
- Cc1ccc(S(=O)(=O)CCC(=O)OCc2ccc(S(=O)(=O)C(C)C)cc2)cc1
 : 0.9%	1.8%	-2.1%
- Cc1oc(-c2ccc(C(=O)NCc3ccc(Cl)cc3)cc2)nc1CS(=O)(=O)c1ccccc1
 : ?	2.8%	?
- COCCNC(=O)CN1CCC(n2c(C)nc3cc(C(F)(F)F)ccc32)CC1
 : -26.7%	-2.4%	?
- O=C(CCNC(=O)c1ccco1)NCCc1ccc(Cl)cc1
 : -10.3%	2.3%	-23.5%
- CCOc1ccc(NC(=O)/C=C/c2ccc(OC)cc2)c([N+](=O)[O-])c1
 : 15.0%	4.5%	15.3%
- COc1ccc(S(=O)(=O)NNC(=O)c2ccc(-n3c(C)ccc3C)cc2)cc1
 : -3.2%	3.8%	-23.8%
- S=C(Nc1ccccc1)N1CCC(C2CCN(C(=S)Nc3ccccc3)CC2)CC1
 : 1.7%	7.6%	-2.2%
- CC1=NN(C(=O)c2ccccc2Cl)C(O)(c2cccnc2)C1 (centres undefined)
 : 5.8µM*	7.6%	?
- CC1=C(C(=O)OC2CCCC2)C(c2coc3ccccc3c2=O)C2=C(CCCC2=O)N1 (centres undefined)
 : 0.411µM*	2.7%	-18.7%
- CO[C@@H]1O[C@@H]2COC(c3ccccc3)O[C@@H]2[C@@H](OC)[C@@H]1O (some centres undefined)
 : -7.9%	5.7%	1.0%
- O=C(NCCc1ccccc1)C(=O)NCC1OCCN1S(=O)(=O)c1cc(F)ccc1F (centres undefined)
 : ?	.	?
- COc1ccccc1CNC(=O)c1ccc2c(c1)N(Cc1cccc(C)c1)C(=O)c1ccccc1S2(=O)=O
 : -26.6%	6.9%	?
- O=C(NC(=S)NNC(=O)c1cnccn1)c1ccc(Cl)cc1
 : ?	5.2%	8.2µM*
- O=S(=O)(NCC(c1cccnc1)N1CCN(c2ccccc2)CC1)c1cc(F)ccc1F (centres undefined)
 : -11.7%	8.4%	-7.9%
- CSc1ccccc1C(=O)Nc1cccc(C(C)=O)c1
 : ?	2.3%	?
- Cc1ccc(-c2nnc(SCC(=O)N/N=C/c3ccc(C)s3)n2-c2ccc(C)cc2)cc1
 : 29.1µM*	0.0%	?
- Cc1ccc([C@@H]2CC(=O)[C@@H]3CN(S(=O)(=O)c4ccc(C)cc4)[C@H](c4ccc(Cl)cc4)C[C@@H]3N2S(=O)(=O)c2ccc(Cl)cc2)cc1
 : ?	.	-18.1%
- CCOc1ccc(-c2nnc(SCC(=O)Nc3ccc(C)cc3C)o2)cc1
 : -1.7%	2.9%	-11.2%
- CCc1cccc(C)c1NC(=O)c1cc(S(=O)(=O)N(C)Cc2ccccc2)ccc1F
 : 8.2µM*	5.2%	29.1µM*
- O=C(c1ccc(Cl)c(Cl)c1)N1CCC(=O)N([C@H](COCc2ccc(Cl)cc2)Cc2ccccc2)CC1
 : 23.1µM*	.	?
- Cc1cccc(C)c1NC(=O)N1CCCCCCC1
 : -11.1%	-3.5%	-0.9%
